# RAD52 anneal inh: RAD52 DNA annealing inhibitors, primary screen, biochemical, FRET, single point, set 2 | DNA repair protein RAD52 homolog (Homo sapiens), P43351 | recombinant RAD52 DNA annealing, FRET fluorescence | inhibition, % at 18.7 µM | 0.46% of 360,000 active | AID 651710, 2012;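 active = every replicate showing at least 50% inhibition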
# Target sequence (P43351 whole entry, looked up): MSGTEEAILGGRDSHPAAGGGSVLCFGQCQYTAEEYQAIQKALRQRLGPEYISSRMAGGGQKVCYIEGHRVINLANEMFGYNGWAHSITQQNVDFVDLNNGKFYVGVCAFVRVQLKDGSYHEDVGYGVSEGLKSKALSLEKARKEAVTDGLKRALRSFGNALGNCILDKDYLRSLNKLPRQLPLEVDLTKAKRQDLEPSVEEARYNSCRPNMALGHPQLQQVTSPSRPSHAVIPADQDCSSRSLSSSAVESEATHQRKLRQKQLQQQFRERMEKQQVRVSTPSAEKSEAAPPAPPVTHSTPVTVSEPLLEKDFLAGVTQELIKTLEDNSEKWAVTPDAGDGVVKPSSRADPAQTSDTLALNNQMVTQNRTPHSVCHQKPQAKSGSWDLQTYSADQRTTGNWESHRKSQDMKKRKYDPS
# miR-122 sensor: miR-122 Renilla sensor signal increase in Huh7, primary screen, miR-122 inhibitor project, cell-based, single point, plate reader. Huh7 miR-122 Renilla luciferase sensor, 48 h; neutral wells = 0, positive control = 100. 0.3% of 340,000 active. activation (reporter increase), % at 12.5 µM. AID 602342, 2012;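 active = mean replicate activation score at least 90 and every replicate individually at or above 90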;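 note: higher luciferase means less miR-122 activity so hits act as miR-122 inhibitors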
# ERAP1 HTS inh: human ERAP1 aminopeptidase inhibitors, primary screen, biochemical, single point, plate reader | 0.15% of 340,000 active | inhibition, % at 10.7 µM | Endoplasmic reticulum aminopeptidase 1 (Homo sapiens), Q9NZ08 | recombinant ERAP1, Leu-AMC fluorescence, 60 min;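 active = mean replicate inhibition of at least 30%, or all replicates individually reaching that 30% level; inactive = mean below 30% and not every replicate reaching it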;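 note: 0% = neutral control wells and 100% = L-leucinethiol positive control wells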
# E-sel inducer: E-selectin induction in HUVECs, primary screen, imaging, HUVEC, immunofluorescence imaging, single point; AID 686992, 2013; normalized: neutral wells 0, TNF-alpha wells 100; activation, % at 7.58 µM; 0.37% of 260,000 active;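 active = mean E-selectin-positive cell signal at least 10% of the positive control, reached in at least 60% of replicates, without over 20% cell loss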;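 note: in these data hits start at about 27%; measured in HUVEC primary endothelial cells; signal is the percent of cells scored E-selectin positive by PE staining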
# Target sequence (P16581 whole entry, looked up): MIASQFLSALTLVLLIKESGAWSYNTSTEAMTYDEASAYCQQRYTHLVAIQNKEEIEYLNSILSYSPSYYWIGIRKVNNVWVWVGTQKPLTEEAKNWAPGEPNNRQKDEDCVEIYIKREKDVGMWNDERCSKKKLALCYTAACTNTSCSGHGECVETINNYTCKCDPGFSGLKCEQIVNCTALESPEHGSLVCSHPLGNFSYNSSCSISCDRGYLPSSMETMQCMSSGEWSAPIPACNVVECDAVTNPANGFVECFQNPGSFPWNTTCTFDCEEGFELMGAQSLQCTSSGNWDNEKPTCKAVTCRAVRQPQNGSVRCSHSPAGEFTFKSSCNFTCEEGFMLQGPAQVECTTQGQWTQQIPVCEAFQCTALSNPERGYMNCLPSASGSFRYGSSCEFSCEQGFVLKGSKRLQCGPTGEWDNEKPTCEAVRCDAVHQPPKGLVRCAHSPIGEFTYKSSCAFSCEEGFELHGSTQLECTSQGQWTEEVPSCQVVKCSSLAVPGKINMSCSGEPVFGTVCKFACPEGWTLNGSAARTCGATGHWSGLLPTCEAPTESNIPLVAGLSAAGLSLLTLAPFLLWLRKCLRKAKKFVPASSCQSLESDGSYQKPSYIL
#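 System: HUVEC / Compound: single concentration / Signal: immunofluorescence imaging / Read-out: percent E-selectin-positive cells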
# Cneo AK release: Cryptococcus neoformans cell lysis inducers, primary screen, AK release luminescence, single concentration; C. neoformans lysis, adenylate kinase release luminescence, 4 h; normalised: neutral wells 0, clomiphene wells 100; lysis activity, % at 15 µM; 0.2% of 360,000 active;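 active = mean lysis activity across replicates of at least 80%, whatever share of replicates individually reach that level; inactive = mean lysis activity below 80%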
#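 Test system: log-phase Cryptococcus neoformans yeast cells; Quantity: yeast cell density of 5 × 10^6 cells/mL; Buffer or medium: YPD; Doses: single compound concentration per well; Timing: 4 h at 37 °C static, read 1 h later; Measured by: AK luminescence; Read-out basis: lysis from increased AK signal; Control set: Clomiphene as positive control.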
# PGC1a acetyl inh: inhibitors of PGC1a acetylation signal, primary screen, cell-based, U2OS, AlphaScreen, inhibitor mode; inhibition, % at 15.6 µM; AlphaScreen anti-acetyl-lysine; with virally co-expressed GCN5 acetyltransferase; 0.17% of 350,000 active;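 active = every replicate shows inhibition of at least 40%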;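 note: 0% = neutral control wells and 100% = positive control wells; some results beyond the cut were filed as inactive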
# RAD54 branch: inhibitors of human RAD54 branch migration, primary screen, biochemical, fluorescence, single point; RAD54 Holliday junction branch migration, FAM/BHQ fluorescence; inhibition, % at 10.4 µM; 0.14% of 360,000 active;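 active = mean normalized replicate activity at least 40 and at least half of replicates scoring 40 or more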;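 note: 0% = median of neutral control wells and 100% = median of positive control wells; inhibitors cause a drop in the FAM fluorescence signal; in these data hits start at about 50%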
# PglD inh: C. jejuni PglD acetyltransferase inhibitors, primary screen, biochemical, DTNB colorimetric, single point | purified PglD enzyme, DTNB colorimetric CoA detection | inhibition, % at 12.5 µM | 0.098% of 360,000 active | AID 602405, 2012; in the data active = inhibition above about 16%, passing the limit was not always enough; note: strong numbers were not always called active
# An asterisk follows results filed as active; . = not tested or not shown; & = joins results of further samples; [ ] = dose if it differs, or a comment.
1) Cn1nc(C(=O)N2CCN(C(c3ccccc3)c3ccccc3)CC2)c2ccccc2c1=O
2) COc1cccc(CNC(=O)c2cc3c(c(-c4cccc(-c5ccncc5)c4)n2)[C@@H](CCO)N([S@](=O)C(C)(C)C)C3)c1
3) CO[C@H]1CN(C)C(=O)c2cc(NS(=O)(=O)c3ccc(C)cc3)ccc2OC[C@@H](C)N(C(=O)NC(C)C)C[C@H]1C
4) COc1ccc(NC(=O)Nc2cccc3c2O[C@H](CN(C)S(=O)(=O)c2cn(C)cn2)[C@H](C)CN([C@H](C)CO)C3=O)cc1
5) CC1CN(CCCOc2ccccc2[N+](=O)[O-])CC(C)O1 (stereo not drawn)
6) COc1cccc(OC)c1C(=O)OCCCOC(=O)c1c(OC)cccc1OC
7) CC1=CC(C)(C(Cl)(Cl)Cl)C(C)=CC1=NO (stereo not drawn)
8) C[C@@H]1CCCCO[C@H](CN(C)C(=O)Nc2cccc3ccccc23)[C@@H](C)CN([C@@H](C)CO)C(=O)c2cc(NC(=O)C3CCCCC3)ccc2O1
assay / compound	1	2	3	4	5	6	7	8
RAD52 anneal inh	7	26	-15	11	.	-6	-1	-9
miR-122 sensor	4	.	.	-2[16.7 µM]	-10	-2	0	-7[16.7 µM]
ERAP1 HTS inh	0	0	3	-1	.	4	2	-2
E-sel inducer	.	0.0	-0.2	.	.	1.4	.	5.2
Cneo AK release	-1	-3	-2	-14	-2	2	0	-3
PGC1a acetyl inh	-45	-12	-9	-4	-12	.	4	-3
RAD54 branch	6	1	-1	2	-5	1	9	3
PglD inh	-3	7	-1	3	-7	0	-4	-4

9) COc1ccc(C2C(C(=O)NCc3cccnc3)c3cc(OC)c(OC)cc3C(=O)N2C)cc1 (stereo not drawn)
10) CCc1ccccc1N(CC(=O)N1CCCC1)S(C)(=O)=O
11) CCN(CC(=O)Nc1ccccc1C(F)(F)F)C(=O)COc1cccc2c1OC(C)(C)C2
12) COc1ccc(CCN2C(=O)C=CC2=O)cc1OC
13) CO[C@H]1CN(C)C(=O)c2ccc(NC(=O)Nc3c(C)noc3C)cc2OC[C@H](C)NC[C@@H]1C
14) Cn1c(NCc2ccccc2)nc2cc(-c3cccc(C(F)(F)F)c3)sc2c1=O
15) O=C(CCN1CCCC1)Nc1ccc(Br)cc1
16) Cc1cc(C(=O)NCCc2ccc(Cl)cc2)c(C)o1
assay / compound	9	10	11	12	13	14	15	16
RAD52 anneal inh	.	3	-11	-18	-1	5	.	-18
miR-122 sensor	-2	0	-2	-1	.	4	-9	.
ERAP1 HTS inh	.	2	-3	5	0	1	.	1
E-sel inducer	.	0.9	-2.4	.	0.0	.	.	-0.3
Cneo AK release	-1	1	6	.	.	1	-3	-2
PGC1a acetyl inh	.	3	-13	0	3	-5	2	.
RAD54 branch	-1	-14	-3	.	.	6	-7	4
PglD inh	6	4	19	.	.	-4	0	-4

17) COc1ccc(NC(=O)N(C)C[C@@H]2Oc3c(NC(=O)C4CCOCC4)cccc3C(=O)N([C@@H](C)CO)C[C@@H]2C)cc1
18) C[C@@H]1CN([C@@H](C)CO)C(=O)Cc2cc(NS(=O)(=O)c3cccs3)ccc2O[C@H]1CN(C)C(=O)Nc1ccccc1
19) Nc1cccc(-c2csc(-n3ncc(C(=O)O)c3C(F)(F)F)n2)c1
20) COc1cccc(CN(C)C(=O)c2ccc(OCC(=O)N3CCOCC3)c(OC)c2)c1
21) Cc1cc(C)nc(SCc2nnc(SCC(=O)Nc3ccc(C)c(C)c3)o2)n1
22) COC(=O)c1sc2nc(CN3CCOCC3)nc(N3CCOCC3)c2c1C
23) CC(O)CNc1ccc(-c2n[nH]c(=O)c3ccccc23)cc1[N+](=O)[O-] (stereo not drawn)
24) CCOC(=O)c1cccc(NC(=O)c2ccco2)c1
assay / compound	17	18	19	20	21	22	23	24
RAD52 anneal inh	8	3	-24	-3	.	-15	-18	.
miR-122 sensor	-5[16.7 µM]	-3[16.7 µM]	-7	-9	-7	-6	-10	-1
ERAP1 HTS inh	-8	2	2	0	.	3	2	.
E-sel inducer	0.2	-0.2	.	-0.3	.	.	.	.
Cneo AK release	1	1	-7	-2	-1	-1	4	-7
PGC1a acetyl inh	5	6	-1	-4	.	0	9	-4
RAD54 branch	-15	9	-7	-7	-5	5	-7	5
PglD inh	3	3	7	-1	-3	-2	-1	0

# Reformatted: ten of the compounds above.
# Below each SMILES: RAD52 anneal inh	miR-122 sensor	ERAP1 HTS inh	E-sel inducer	Cneo AK release	PGC1a acetyl inh	RAD54 branch	PglD inh
(1) Cn1nc(C(=O)N2CCN(C(c3ccccc3)c3ccccc3)CC2)c2ccccc2c1=O
  7	4	0	.	-1	-45	6	-3
(2) COc1cccc(CNC(=O)c2cc3c(c(-c4cccc(-c5ccncc5)c4)n2)[C@@H](CCO)N([S@](=O)C(C)(C)C)C3)c1
  26	.	0	0.0	-3	-12	1	7
(3) CO[C@H]1CN(C)C(=O)c2cc(NS(=O)(=O)c3ccc(C)cc3)ccc2OC[C@@H](C)N(C(=O)NC(C)C)C[C@H]1C
  -15	.	3	-0.2	-2	-9	-1	-1
(4) COc1ccc(NC(=O)Nc2cccc3c2O[C@H](CN(C)S(=O)(=O)c2cn(C)cn2)[C@H](C)CN([C@H](C)CO)C3=O)cc1
  11	-2[16.7 µM]	-1	.	-14	-4	2	3
(5) CC1CN(CCCOc2ccccc2[N+](=O)[O-])CC(C)O1 (stereo not drawn)
  .	-10	.	.	-2	-12	-5	-7
(6) COc1cccc(OC)c1C(=O)OCCCOC(=O)c1c(OC)cccc1OC
  -6	-2	4	1.4	2	.	1	0
(7) CC1=CC(C)(C(Cl)(Cl)Cl)C(C)=CC1=NO (stereo not drawn)
  -1	0	2	.	0	4	9	-4
(8) C[C@@H]1CCCCO[C@H](CN(C)C(=O)Nc2cccc3ccccc23)[C@@H](C)CN([C@@H](C)CO)C(=O)c2cc(NC(=O)C3CCCCC3)ccc2O1
  -9	-7[16.7 µM]	-2	5.2	-3	-3	3	-4
(9) COc1ccc(C2C(C(=O)NCc3cccnc3)c3cc(OC)c(OC)cc3C(=O)N2C)cc1 (stereo not drawn)
  .	-2	.	.	-1	.	-1	6
(10) CCc1ccccc1N(CC(=O)N1CCCC1)S(C)(=O)=O
  3	0	2	0.9	1	3	-14	4

# Continuation.
25) O=C(Nc1cccc(OC(F)(F)F)c1)C1Cc2c(-c3ccccc3Oc3ccccc3)ccnc2O1 (stereo not drawn)
26) C[C@@H]1CN([C@H](C)CO)S(=O)(=O)c2ccc(-c3cccc(C#N)c3)cc2O[C@H]1CN(C)C(=O)c1cccnc1
27) COc1ccc(CC(=O)NCC2COc3ccccc3O2)cc1 (stereo not drawn)
28) CCC1S/C(=N/N=C/c2ccco2)N(Cc2ccccc2)C1=O (stereo not drawn)
29) O=C(c1ccc(Cl)nc1)N1CCN(S(=O)(=O)c2ccc(Cl)cc2)CC1
30) O=C(CSc1nc2ncccc2[nH]1)Nc1ccccc1-c1ccccc1
31) COc1ccc(N(CC(=O)NCc2cccs2)S(=O)(=O)c2c(C)n[nH]c2C)cc1
32) CC(=O)N1CCN=C1SCc1ccc(F)cc1
assay / compound	25	26	27	28	29	30	31	32
RAD52 anneal inh	2	-20	-16	-19	-18	-5	.	-7
miR-122 sensor	-14	-4[16.7 µM]	-29	-6	-10	-8	0	.
ERAP1 HTS inh	-1	0	3	-3	-6	1	.	-2
E-sel inducer	-0.4	0.0	.	-0.2	.	.	.	-0.3
Cneo AK release	-1	0	-1	-2	0	2	2	0
PGC1a acetyl inh	.	9	-12	-3	.	3	.	7
RAD54 branch	2	-3	-6	-9	-1	6	-29	-2
PglD inh	0	4	2	4	0	4	2	-2

33) COc1ccccc1NC1SC(=O)N(c2ccccc2)C1=O (stereo not drawn)
34) COc1cccc(-n2cnnc2SCC(=O)NC2CC2)c1
35) COc1ccc(NC(=O)Nc2cccc(F)c2)c(OC)c1
36) Cc1ccccc1CCN1CCCC(CN(C)C(=O)c2ccc3ncccc3c2)C1 (stereo not drawn)
37) O=S(=O)(c1cccc(Cl)c1)N1[C@@H]2CNC[C@H]1C2c1ccc(-c2cccnc2)cc1 (stereo partly drawn)
38) CCN1C(=O)c2ccccc2Sc2ccc(C(=O)NCCCN3CCOCC3)cc21
39) COc1ccc(-n2c(C)c(C)c3c(NCCN(C)C)ncnc32)cc1
40) CC12CCC3C(CCC4CC(O)CCC43C)C1CC(O)C2 (stereo not drawn)
assay / compound	33	34	35	36	37	38	39	40
RAD52 anneal inh	.	4	-15	-2	12	-8	12	-13
miR-122 sensor	6	-22	1	-7	.	4	12	3
ERAP1 HTS inh	.	0	7	-4	-1	-3	-3	-1
E-sel inducer	.	.	.	68*	0.2&0.0	5.6	.	0.6
Cneo AK release	4	-2	-2	-2	.	.	9	-4
PGC1a acetyl inh	6	6	8	15	0&-8	-19	1	-1
RAD54 branch	14	6	3	-3	.	.	28	1
PglD inh	-1	-1	2	-6	.	.	0	11

41) CO[C@H](CN(C)C(=O)C1CC1)[C@H](C)CN(C(=O)Nc1ccc(C(F)(F)F)cc1)[C@H](C)CO
42) C[C@@H]1CN([C@@H](C)CO)C(=O)c2cc(C#Cc3ccccn3)cnc2O[C@H]1CN(C)C(=O)CCN1CCCCC1
43) CCN1C(=O)[C@@H]2[C@@H](c3ccc(-c4ccc(Cl)c(Cl)c4)cc3)N3CCCC[C@@]3(C(=O)OC)[C@@H]2C1=O
44) CC1(C(=O)NS(=O)(=O)c2ccc(Cl)cc2)CCN1C(=O)CCc1ccccc1 (stereo not drawn)
45) CCc1ccc(OC(=O)Nc2ccccc2)cc1
46) C[C@H](NC(=O)c1nc[nH]c1C(=O)N(C)Cc1ccccc1)c1ccccc1
47) CCOC(=O)N1CCN(C(=O)COc2ccc(S(=O)(=O)NC3CCCCC3)cc2C)CC1
48) O=C(CCNS(=O)(=O)c1ccccc1F)N1CCN(C/C=C/c2ccccc2)CC1
assay / compound	41	42	43	44	45	46	47	48
RAD52 anneal inh	-16	-26	-4	-11	-5	3	.	-8
miR-122 sensor	.	3[16.7 µM]	-4	5	4	4	19	0
ERAP1 HTS inh	-5	0	0	0	2	-1	.	-10
E-sel inducer	0.3	-0.1	0.0	0.3	.	0.0	.	0.3
Cneo AK release	-10	-2	-3	-1	-12	1	0	-1
PGC1a acetyl inh	5	9	2	.	-10	1	1	0
RAD54 branch	6	-1	-4	2	-8	-7	9	1
PglD inh	1	1	-3	-8	8	2	.	5

49) CCN(CC(=O)Nc1c(F)cccc1F)C(=O)CCCN1C(=O)c2ccccc2C1=O
50) C[C@]12c3[nH]c4ccccc4c3CCN1C(=O)C(CC(=O)NCC13CC4CC(CC(C4)C1)C3)C[C@@H]2C(=O)N1CCCCC1 (stereo partly drawn)
51) C=CCOc1c(CNc2ccc(C(=O)O)cc2)cccc1OCC
52) CC(NS(=O)(=O)c1ccccc1)C(=O)Nc1ccc2c(c1)OCCO2 (stereo not drawn)
53) O=C(NCC[C@H]1CC[C@@H](NC(=O)c2cnccn2)[C@H](CO)O1)Nc1ccc(F)cc1
assay / compound	49	50	51	52	53
RAD52 anneal inh	-5	2	.	-8	-5
miR-122 sensor	-3	-3	11	-4	.
ERAP1 HTS inh	-1	-7	.	-1	1
E-sel inducer	-0.4	0.2	.	0.5	-0.6
Cneo AK release	3	2	24	-7	-5
PGC1a acetyl inh	1	-19	-6	5	5
RAD54 branch	8	7	-8	-1	-2
PglD inh	-9	-2	-1	-1	0

# Source: PubChem (Broad Institute)
